Ecoli viability – bacterial growth inhibition, counter-screen for AddAB inhibitors | E. coli V3065 growth, OD600 absorbance, 18 h | AID 449728 | actives 0.27% (n = 330,000) | inhibition, % at 11.9 µM;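 active means inhibition above the campaign's mean inhibition across all tested compounds plus 3 SD, cut at about 9.9% in these data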;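 further: uninfected addAB+ strain grown without phage in ampicillin broth; 0% = DMSO wells and 100% = ciprofloxacin 0.95 µg/ml wells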
SUMO Mot1 rescue – blocks SUMOylation pathway, rescuing yeast Mot1-301 growth. AID 2716. S. cerevisiae Mot1-301 growth rescue, ATP luminescence, 38.5C; percent above DMSO median, 100 means doubled. actives 1% (n = 320,000). growth rescue, % at 18.8 µM;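 active means every valid replicate shows activation above 250% relative to neutral control wells; inactive means the rest, any valid replicate at or below 250%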;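 further: OY570 slx delta 5 strain wells were the positive control but not used for scaling; some compounds called inactive have numbers as strong as hits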
Tat transport – inhibitors of E. coli Tat protein transport; AID 488895; E. coli MC4100 TorA-mCherry Tat export, fluorescence; inhibition, % at 10 µM; actives 0.036% (n = 340,000);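 active means mean replicate inhibition at least 50% and at least half of replicates individually reaching 50%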;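 further: exported cargo escapes ClpAP degradation while cytoplasmic cargo is degraded and loses fluorescence; 0% = median of neutral control wells and 100% = median of NaSCN control wells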
phage Ecoli inh – E. coli growth loss with phage present | growth absorbance | inhibition, % at 11.9 µM | actives 0.26% (n = 360,000); in the data active means inhibition above about 11%
AddAB inh – less growth of phage-infected E. coli with AddAB; E. coli expressing H. pylori AddAB, absorbance growth; inhibition, % at 11.9 µM; actives 0.29% (n = 330,000); in the data active means inhibition above about 12%;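 further: 0% = vehicle wells of infected cells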
PKA-R1A act – PKA-R1A complex activation | activation, % at 11.4 µM | actives 0.083% (n = 340,000) | AID 504707 | PKA-R1A dissociation, Cy5-IP20 fluorescence polarization; scaled: DMSO 0%, 113 µM cGMP 100%;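 active means percent activation above the mean of all tested compounds plus 3 SD, cut at about 19% in these data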;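 further: higher means more PKAc released from R1A so a rise in polarization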
HTR5A inv ag – counter-screen for OPRM1-OPRD1 inverse agonists: human HTR5A inverse agonism; P47898; HTR5A cell line, luminescence; inhibition, % at 9.3 µM; actives 0.083% (n = 340,000); in the data active means inhibition mostly above about 23%, no sharp cut-off; inactive means mostly below about 18%;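 further: 0% = cells with DMSO and 100% = no-cell wells with DMSO; some compounds called inactive have numbers as strong as hits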
PfHsp90 yeast 2 – inhibits growth of yeast expressing Plasmodium falciparum Hsp90. inhibition, % at 9.4 µM. actives 0.32% (n = 310,000). S. cerevisiae expressing PfHsp90, BacTiter-Glo ATP, 48 h; yeast lacking PDR1 and PDR3 efflux regulators;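 active means every replicate shows inhibition above about 80%, whatever the replicate mean, limit read from the data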;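 further: 0% = DMSO neutral controls and 100% = 20 µM radicicol positive controls; yeast relying on Plasmodium falciparum Hsp90 in place of its own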
MOR-DOR inv ag – mu-delta opioid heterodimer inverse agonism | P35372+P41143 | cell-based MOR-DOR heterodimer luminescence | inhibition, % at 9.3 µM | actives 0.21% (n = 340,000) | AID 504357; in the data active means inhibition above about 22%, passing the limit was not always enough;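 further: 0% = cells with DMSO and 100% = wells without cells with DMSO; values of inactives mirror those of a sister screen read the other way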
Target sequence (P35372 whole entry, looked up): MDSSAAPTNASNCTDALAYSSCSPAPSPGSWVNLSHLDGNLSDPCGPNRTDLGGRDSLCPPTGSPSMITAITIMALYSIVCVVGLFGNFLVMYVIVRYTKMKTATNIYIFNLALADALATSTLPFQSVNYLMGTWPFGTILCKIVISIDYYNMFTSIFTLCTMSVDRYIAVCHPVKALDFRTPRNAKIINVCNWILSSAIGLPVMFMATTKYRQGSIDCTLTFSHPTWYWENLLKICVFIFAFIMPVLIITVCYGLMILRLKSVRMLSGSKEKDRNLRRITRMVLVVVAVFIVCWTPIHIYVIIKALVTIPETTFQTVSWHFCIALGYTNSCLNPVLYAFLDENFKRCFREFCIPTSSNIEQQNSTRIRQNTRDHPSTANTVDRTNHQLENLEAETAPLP
Target sequence (P41143 whole entry, looked up): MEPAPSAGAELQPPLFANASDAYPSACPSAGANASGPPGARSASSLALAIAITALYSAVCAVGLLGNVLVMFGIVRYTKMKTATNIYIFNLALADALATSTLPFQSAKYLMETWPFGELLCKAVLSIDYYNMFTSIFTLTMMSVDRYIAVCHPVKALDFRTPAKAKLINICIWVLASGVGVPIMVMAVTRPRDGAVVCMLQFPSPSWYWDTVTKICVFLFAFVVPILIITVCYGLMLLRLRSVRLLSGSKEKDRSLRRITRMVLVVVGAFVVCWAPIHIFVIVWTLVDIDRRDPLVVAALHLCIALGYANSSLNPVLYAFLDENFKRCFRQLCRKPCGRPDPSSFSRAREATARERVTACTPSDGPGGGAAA
PKA-R2B activ – activators of human PKA-R2B complex | PKA-R2B holoenzyme dissociation, Cy5-IP20 fluorescence polarization; R2B truncated from residue 108, S112A mutant; 0% DMSO only, 100% 113 µM cGMP | activation, % at 11.4 µM | actives 0.079% (n = 340,000);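 active means activation above a cutoff set at the mean over all compounds plus 3 SD, cut at about 18% in these data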;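 further: higher means more holoenzyme dissociation and a rise in polarization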
MOR-DOR ag – agonists of human mu-delta opioid receptor heterodimerization; P35372+P41143; cells, OPRM1-OPRD1 heterodimerization, luminescence; activation, % at 9.3 µM; actives 0.3% (n = 340,000); AID 504326; in the data active means activation above about 18%;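 further: 0% = vehicle-treated cells and 100% = reference agonist; values of inactives mirror those of a sister screen read the other way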
* hit, by the source's call; x = no result given.

SMILES | Ecoli viability | SUMO Mot1 rescue | Tat transport | phage Ecoli inh | AddAB inh | PKA-R1A act | HTR5A inv ag | PfHsp90 yeast 2 | MOR-DOR inv ag | PKA-R2B activ | MOR-DOR ag
COC(=O)[C@@]12CCCN1[C@H](c1ccc(-c3ccccc3)c(OC)c1)[C@H]1C(=O)N(C)C(=O)[C@H]12 | -1.2 | 0.5 | 1.7 | 3.0 | 2.2 | -2.4 | -30.1 | -3.5 | 8.3 | 0.8 | -1.4
COc1cccc(NC2=C(C#N)C(=O)NC(c3cccc(OC)c3O)S2)c1 (stereo unspecified) | 1.8 | 4.1 | 2.2 | 2.2 | 0.8 | -1.9 | 10.0 | -8.4 | -4.0 | 7.9 | 0.8
C=Cn1c(C(=O)O)ccc1-c1ccc(OC)cc1 | -1.1 | 6.9 | 3.5 | 3.2 | 2.4 | x | x | 4.6 | x | x | x
COc1ccc2nc3sc(C(=O)NCCN4CCc5ccccc5C4)cc3cc2c1 | -2.3 | 8.4 | -3.8 | 2.9 | 2.9 | 2.0 | -15.5 | -7.3 | 13.0 | 1.4 | -2.4
NCC(=O)Nc1ccc(Cl)cc1C(=O)c1ccc[nH]1 | x | x | -7.1 | 1.2 | x | 4.0 | 4.1 | 7.6 | 5.5 | 1.3 | -1.1
CN(C)C(=O)CN1C(=O)C2CC=C(Cl)CC2C1=O (stereo unspecified) | -0.3 | 19.2 | -5.7 | 1.6 | -1.5 | 0.4 | 12.7 | 24.4 | 6.9 | 0.2 | -1.3
O=C(CSc1nnc(NC(=O)c2cccc(F)c2)s1)NCC1CCCO1 (stereo unspecified) | -1.7 | -14.7 | -3.4 | -2.1 | -1.0 | -15.7 | -0.9 | 17.0 | 10.8 | 6.1 | -2.1
CSc1cccc(NC(=O)N2CCCC(CNS(=O)(=O)Cc3ccccc3)C2)c1 (stereo unspecified) | 0.6 | 3.1 | -5.1 | 3.0 | 4.1 | 7.5 | -8.7 | -3.9 | 8.9 | -9.0 | -1.7
CCOc1cc(CNc2nn[nH]n2)ccc1OCC(=O)NC(C)(C)C | -1.1 | 3.4 | 2.0 | 0.1 | -1.5 | 6.0 | -22.2 | x | 0.4 | -4.2 | -0.1
Cc1nc2nc[nH]n2c(=O)c1CCC(C)C | -0.2 | -12.4 | -7.6 | 0.9 | 2.7 | 6.0 | -19.6 | x | 10.9 | 4.9 | -1.9

Overlap with the part before: 2 compounds; new compounds follow.
SMILES | Ecoli viability | SUMO Mot1 rescue | Tat transport | phage Ecoli inh | AddAB inh | PKA-R1A act | HTR5A inv ag | PfHsp90 yeast 2 | MOR-DOR inv ag | PKA-R2B activ | MOR-DOR ag
CCOc1cc(CNc2nn[nH]n2)ccc1OCC(=O)NC(C)(C)C | -1.1 | 3.4 | 2.0 | 0.1 | -1.5 | 6.0 | -22.2 | x | 0.4 | -4.2 | -0.1
Cc1nc2nc[nH]n2c(=O)c1CCC(C)C | -0.2 | -12.4 | -7.6 | 0.9 | 2.7 | 6.0 | -19.6 | x | 10.9 | 4.9 | -1.9
CC1Cn2c(nc3c2c(=O)[nH]c(=O)n3C)O1 (stereo unspecified) | -0.4 | -9.6 | 3.7 | 4.0 | 0.2 | 0.6 | -5.3 | -22.7 | 16.5 | -3.9 | -3.1
CCOc1ccc(-c2c(=O)n(OCc3ccccc3Br)c3ccccc3[n+]2[O-])c(OCC)c1 | 0.2 | 131.8 | 1.2 | 3.9 | 3.4 | -6.2 | -15.8 | 1.1 | 10.4 | 1.4 | -2.1
CC1CCN(S(=O)(=O)c2ccc3c(ccn3CCC(=O)NC(C)C)c2)CC1 | 1.3 | -5.8 | -18.3 | 1.2 | 0.9 | -3.8 | 4.1 | -3.2 | 10.5 | -1.1 | -2.0
COC(=O)c1nn(-c2ccccc2)c(=O)cc1Oc1ccccc1 | 0.1 | x | 5.0 | 1.3 | 0.8 | -2.5 | -11.6 | 4.0 | 12.4 | 2.5 | -2.5
O=C1NC(NS(=O)(=O)c2ccccc2)(C(F)(F)F)C(=O)N1Cc1ccccc1 (stereo unspecified) | 1.0 | 0.1 | -1.9 | 1.1 | 1.5 | 5.5 | -20.4 | -11.7 | 7.3 | -1.3 | -1.4
CCOC(=O)c1cc(S(=O)(=O)N2CCN(c3ccccc3OC)CC2)cn1C | -0.7 | 19.9 | 8.7 | 0.5 | -0.1 | 0.7 | 12.2 | -8.5 | 6.9 | -8.9 | -1.3
CSc1ncccc1C(=O)Nc1ccc2c(c1)OCCO2 | 2.3 | -15.6 | 1.3 | 1.9 | 2.3 | -9.2 | 12.6 | 11.8 | 14.1 | 2.9 | -2.7
CCCCN(C(=O)c1ccc(S(=O)(=O)N(CC)CC)cc1)c1c(N)n(CCC)c(=O)[nH]c1=O | -2.6 | -5.1 | 1.3 | 1.5 | 3.5 | 2.9 | -16.6 | -10.1 | 13.3 | -9.2 | -2.1
O=C(CN1NS(=O)(=O)c2ccccc2C1=O)Nc1ccccc1OC(F)F | -1.7 | -8.2 | 4.4 | 1.4 | 0.0 | -7.3 | -5.2 | -22.3 | 5.2 | 0.1 | -1.0
C[C@H](O)[C@@H]1C(=O)N2CCc3ccc(N4CCOCC4)cc3[C@@H]2C[C@@H]1N(C)S(=O)(=O)c1ccccc1 | x | x | 0.7 | 1.3 | x | 3.4 | 6.9 | -0.7 | 9.4 | -16.1 | -2.0
COc1ccccc1NC(=O)CC1S/C(=N/N=C2\CCCc3ccccc32)NC1=O (stereo unspecified) | 0.0 | 499.0 | 8.8 | 3.2 | 3.3 | -9.0 | -4.9 | -9.5 | -0.8 | 0.9 | 0.2
O=C(Nc1cccc(-c2ccc(N3CCOCC3)nn2)c1)c1ccccc1 | -0.8 | 225.5 | -2.1 | 4.0 | 0.6 | 2.8 | -7.2 | -44.9 | 28.4 | -1.7 | -5.8
CC(=O)OCC1(C)CN(c2ccccc2)N(C(=O)c2ccc(F)cc2)C1=O (stereo unspecified) | 1.1 | -12.5 | 1.1 | 3.2 | 3.7 | 3.9 | 1.2 | x | 44.3* | -5.1 | -6.1
Cc1ccc(/C=C/C(=O)O)cc1S(=O)(=O)Nc1ccc(C(=O)O)cc1 | 1.9 | 16.7 | 2.1 | 2.7 | 1.1 | 3.1 | -5.2 | 21.8 | 14.4 | -1.4 | -2.7
CCOC(=O)c1ccc(N2Cc3ccccc3C2=NC(=O)c2cccc([N+](=O)[O-])c2)cc1 | -0.3 | 17.6 | -0.5 | -0.4 | 0.6 | -7.1 | 3.5 | -10.6 | 11.6 | -7.9 | -2.2
Cc1cc(C)c(S(=O)(=O)/N=C2\C=CC(=O)C(Cl)=C2)c(C)c1 | -1.3 | 10.4 | 4.1 | x | -1.7 | -14.1 | -6.5 | -21.5 | 3.4 | -5.9 | -0.7
O=C(CNC(=O)c1ccco1)N/N=C/c1c[nH]c2ccccc12 | -0.8 | x | -7.8 | 4.9 | -1.7 | 1.1 | -7.1 | 0.5 | 8.0 | -1.3 | -1.6
CCNS(=O)(=O)c1ccc(CCC(=O)N2CCN(c3ccc(OC)cc3)CC2)cc1 | 0.5 | 153.8 | 0.7 | 0.1 | -1.0 | -6.3 | 8.5 | 15.8 | 12.0 | -3.0 | -2.6
Cc1ccccc1C(=O)NNc1ncnc2c1cnn2C | -1.0 | -8.5 | -0.7 | 4.1 | 2.3 | -9.3 | -11.2 | 14.5 | 14.1 | -2.2 | -3.0
Cc1ccc(NC(=O)CSc2nc(N)cc(=O)[nH]2)cc1S(=O)(=O)N1CCCCCC1 | -1.6 | -11.9 | -11.1 | 2.2 | -1.0 | -0.1 | -1.0 | 2.6 | 10.1 | -0.2 | -1.9
COc1ccc(-c2[nH]n(-c3ccc([N+](=O)[O-])cc3)c(=O)c2C=NCc2ccncc2)cc1 | -1.1 | 6.6 | 2.1 | 2.4 | -1.6 | -8.9 | -7.2 | 22.2 | 11.7 | -7.9 | -2.5
O=C(CN(Cc1ccco1)C(=O)CNS(=O)(=O)c1ccc(Cl)cc1)NCC1CCCO1 (stereo unspecified) | -0.7 | -3.5 | -12.0 | -0.7 | 0.1 | -15.8 | -1.3 | 20.1 | 7.3 | 4.0 | -1.4
O=S(=O)(NCCCCNS(=O)(=O)c1ccc(F)cc1)c1ccc(F)cc1 | 2.4 | -11.3 | -2.3 | 2.8 | 2.7 | 6.5 | -4.8 | -4.9 | 5.9 | -3.4 | -1.2
CN(C)c1c(N)[nH]c2c(c1=O)c(=O)n(C)c(=O)n2C | -1.1 | 2.8 | 16.2 | 1.2 | 0.8 | 1.6 | -5.5 | 13.6 | 4.3 | -1.6 | -0.8
Cc1ccc(S(=O)(=O)NCCCCCC(N)=O)cc1 | -2.9 | -7.0 | -2.0 | 3.6 | 0.8 | 1.8 | 5.0 | -8.6 | 7.2 | -1.6 | -1.3
Cn1ncc(N=Cc2ccccc2[N+](=O)[O-])c1C(N)=O | 0.2 | -4.3 | 8.0 | 0.3 | 1.7 | 2.9 | -7.5 | -20.4 | 20.0 | -7.7 | -3.8
Clc1cc(Cl)c2nc(N3CCCC3)sc2c1 | 1.3 | 17.0 | 0.8 | 0.9 | 0.4 | -2.8 | -24.9 | -2.2 | -11.2 | 3.1 | 1.8
Cc1cc(OCc2nc(-c3ccc(NC(=O)c4cccnc4)cc3)no2)ccc1Cl | -1.1 | 264.5 | 0.1 | 3.8 | -1.8 | -6.2 | -3.0 | 18.2 | 14.3 | 5.7 | -2.8
CNC(=O)C1CC(=O)N(CCc2ccccc2)C(=Nc2ccc(OC)cc2)S1 (stereo unspecified) | 1.5 | -4.0 | -4.1 | 4.9 | 5.3 | 1.3 | -15.7 | 7.9 | 9.5 | 5.0 | -1.9
CCN1CCN(S(=O)(=O)c2ccc(Oc3ccccc3OC)cc2)CC1 | 0.6 | 5.7 | 4.2 | 3.0 | 3.0 | -4.8 | 3.1 | 25.8 | -3.1 | 5.1 | 0.6
CCNS(=O)(=O)c1ccc(NC(=O)Nc2cccc(OC)c2)cc1 | 3.3 | -6.6 | 0.0 | 7.5 | 3.0 | -4.6 | -6.9 | -3.4 | -388.9 | 1.7 | 62.3*
COc1cccc([C@@H]2CC=C(C(=O)O)[C@H](c3ccccc3)N2S(=O)(=O)c2ccc(C)cc2)c1 | -0.5 | 4.6 | 11.0 | 1.2 | -0.3 | 2.4 | 8.3 | 2.8 | 8.9 | -0.5 | -1.6
COc1cccc(NC(=O)NCc2ccccc2Cl)c1 | -1.7 | -3.0 | 4.2 | 3.1 | -1.1 | 1.8 | 6.0 | -7.2 | 2.9 | 3.7 | -0.6
O=C(Nc1ccc(O)cc1)c1cc2n(n1)C(C(F)(F)F)CC(c1ccco1)N2 (stereo unspecified) | 0.6 | -7.9 | 5.8 | 0.9 | -0.9 | -0.5 | 4.2 | 4.8 | -10.8 | 2.9 | 2.0
Cc1ccccc1CNc1ccc(C(CC(N)=O)NC(=O)c2ccc(Br)cc2)cc1[N+](=O)[O-] (stereo unspecified) | -0.5 | -13.1 | 5.8 | 2.9 | 2.6 | -1.2 | 9.6 | -15.8 | 10.9 | 11.4 | -1.9

Screening results deposited in PubChem by several laboratories.
